GlmU inhibition = inhibition of mycobacterial GlmU enzyme – biochemical, glucosamine-1-phosphate acetyltransferase (AID 1376) | M. tuberculosis GlmU acetyltransferase enzyme assay; higher % means a stronger effect | one-dose inhibition, %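 (tested at 30 µM in the primary screen)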; IC50 in µM for titrated hits | 0.25% of 220,000 active; in the data active = inhibition above about 13%; inconclusive = no clear call, values can overlap the other calls;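 also: 0% = complete reaction with vehicle and 100% = reaction without substrate; strong numbers were not always called active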
RmlCD inh 1536 = blocks M. tuberculosis RmlC and RmlD coupled enzymes. P9WH09+P9WH11. RmlC+RmlD coupled enzyme assay, percent inhibition; primary screen in compound mixtures. inhibition, % at 3.6 µM. 0.03% of 160,000 active. AID 1533; in the data active = inhibition mostly above about 34%, no sharp cut-off; inconclusive = no clear call, values can overlap the other calls; inactive = mostly below about 22%; also: some results filed as inactive read as strong as hits
Target sequence (P9WH09 whole entry, looked up): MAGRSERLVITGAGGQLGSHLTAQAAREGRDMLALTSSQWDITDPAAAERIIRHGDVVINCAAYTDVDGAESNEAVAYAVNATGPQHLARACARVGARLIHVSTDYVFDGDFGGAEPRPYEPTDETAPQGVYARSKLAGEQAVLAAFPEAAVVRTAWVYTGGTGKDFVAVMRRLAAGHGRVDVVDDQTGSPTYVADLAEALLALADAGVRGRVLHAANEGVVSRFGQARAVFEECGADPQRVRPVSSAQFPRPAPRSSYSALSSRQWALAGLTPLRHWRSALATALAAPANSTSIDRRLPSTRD
Target sequence (P9WH11 whole entry, looked up): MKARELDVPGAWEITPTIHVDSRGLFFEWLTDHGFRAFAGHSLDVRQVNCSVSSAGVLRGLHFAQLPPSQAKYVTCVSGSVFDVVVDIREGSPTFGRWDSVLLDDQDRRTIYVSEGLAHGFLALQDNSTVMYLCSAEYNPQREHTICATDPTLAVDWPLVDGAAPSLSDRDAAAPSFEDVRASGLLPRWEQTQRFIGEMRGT
Numbers without * were called inactive; & = joins results of further samples.

How did Cc1cccn2c(=O)c(/C=C(\C#N)S(=O)(=O)c3ccccc3)c(N3CCC(C(N)=O)CC3)nc12 do in these assays?
GlmU inhibition: -1.0%

What do the screens show for `O=C(Nc1cccc2ncccc12)C(Cl)(Cl)Cl`?
GlmU inhibition: -0.5%; RmlCD inh 1536: 20.1

What do the screens show for `Cc1ccccc1Nc1n[nH]c(C)c1[N+](=O)[O-]`?
GlmU inhibition: 0.4%

How did CCOC(=O)N1CCN(C(=S)Nc2cccc(C)c2C)CC1 do in these assays?
GlmU inhibition: -6.5%; RmlCD inh 1536: 6.6

Results for Cn1c(Cl)c(C(=O)Nc2ccc(Cl)cc2)c2ccccc21 ?
GlmU inhibition: 5.8%; RmlCD inh 1536: inconclusive

Results for Cc1nc2c(sc3nc4c(cc32)COC(C)(C)C4)c(=O)n1Cc1ccccc1 ?
GlmU inhibition: -4.4%; RmlCD inh 1536: 5.9

How did Cc1cc(C)c(C(N)=O)c(Nc2cccc(Cl)c2)n1 do in these assays?
GlmU inhibition: 2.0%

How did Cc1ccc(C)n1-c1ccc(C(=O)N2CCC(C(N)=O)CC2)cc1 do in these assays?
GlmU inhibition: -7.4%; RmlCD inh 1536: 1.5

What do the screens show for `COc1ccc(S(N)(=O)=O)cc1C(=O)NCC1(N2CCCCC2)CCCCC1`?
GlmU inhibition: 4.2%; RmlCD inh 1536: 2.4

How did O=c1[nH]nc(N/N=C/c2ccc(Cl)cc2Cl)c(=O)[nH]1 do in these assays?
GlmU inhibition: 4.8%

How did COC(=O)C(C)Sc1nc2c(c(-c3ccc(OC)cc3)c1C#N)-c1ccccc1C2=O (stereo unspecified) do in these assays?
GlmU inhibition: 2.7%

How did CC(C)C(c1nnnn1C1CCCC1)N1CCCCC1 (stereo unspecified) do in these assays?
GlmU inhibition: 2.6%; RmlCD inh 1536: -8.5

How did Cc1ccc2cc3cc(C(=O)NCCCN4CCCCCC4)oc3nc2c1 do in these assays?
RmlCD inh 1536: -10.0

Results for CS(=O)(=O)N1N=C(c2cccs2)CC1c1ccc(Cl)o1 (stereo unspecified) ?
GlmU inhibition: -5.7%; RmlCD inh 1536: -10.7

What do the screens show for `C=CCn1c(SCC(=O)Nc2cc3oc4ccccc4c3cc2OC)nnc1-c1cnccn1`?
GlmU inhibition: -0.2%; RmlCD inh 1536: 8.5

How did Cc1ccccc1NC(=O)CN1C(=O)S/C(=C\c2ccc(-c3cccc(C(=O)O)c3C)o2)C1=O do in these assays?
GlmU inhibition: -5.0%; RmlCD inh 1536: 9.2

What do the screens show for `CC1(C)CC(=O)C(C=NCCN2CCN(C(=S)Nc3ccccc3)CC2)=C(O)C1`?
GlmU inhibition: 0.3%; RmlCD inh 1536: 3.8

How did CCOC(=O)c1ccc(S(=O)(=O)N2CCC(C(=O)OCC)CC2)cc1 do in these assays?
GlmU inhibition: 0.6%

What do the screens show for `O=S(=O)(c1ccc(S(=O)(=O)N2CCN(Cc3ccccc3)CC2)cc1)N1CCOCC1`?
GlmU inhibition: -0.3%

Results for COc1ccccc1-c1ccc(=O)n(CC(=O)NCc2ccco2)n1 ?
GlmU inhibition: 2.6%; RmlCD inh 1536: 6.5

Results for Cn1c(=O)c2c(nc(Br)n2Cc2ccc3ccccc3c2)n(C)c1=O ?
GlmU inhibition: -0.2%

How did CCN(CC)C(=O)C1=C(C)NC(=S)NC1c1cn(-c2ccccc2)nc1-c1ccc(Cl)cc1 (stereo unspecified) do in these assays?
GlmU inhibition: 0.2%

Results for NC(=O)[C@@H]1CCCCNc2c(F)cc([N+](=O)[O-])cc2C(=O)N[C@@H](CC(=O)O)C(=O)NCC(=O)N1 ?
GlmU inhibition: -1.2%

How did COc1ccc(C2C3C=CCC(c4cccc(-c5ccc(C)cc5)c4)C3C(=O)N2Cc2ccccc2)cc1Cl (stereo unspecified) do in these assays?
GlmU inhibition: 0.5%

How did O=C(Nc1ccc([N+](=O)[O-])cc1)c1nc[nH]c1C(=O)NC1CCCCC1 do in these assays?
GlmU inhibition: 3.8%; RmlCD inh 1536: -0.6

Results for CC1CC(C)CN(C(=O)CSC2=Nc3ccccc3C3=NC(Cc4c[nH]c5ccccc45)C(=O)N23)C1 (stereo unspecified) ?
GlmU inhibition: -3.3%; RmlCD inh 1536: -13.2

What do the screens show for `CCOC(=O)c1ccc(S(=O)(=O)n2c(CN3CCCCC3)nc3ccccc32)cc1`?
GlmU inhibition: -5.5%

How did CC(=O)N(NC(N)=O)C(C)CC(=O)C1C(C)C=CCC1(C)C (stereo unspecified) do in these assays?
GlmU inhibition: 0.3%; RmlCD inh 1536: -5.9

How did C=C(C)c1cccc(C(C)(C)NC(=O)Nc2ccc(C(N)=O)cc2)c1 do in these assays?
GlmU inhibition: -5.7%; RmlCD inh 1536: -7.2

What do the screens show for `CCN(CC)CCOC(=O)c1c(C)n(C)c2ccc(OC)cc12`?
GlmU inhibition: 2.8%; RmlCD inh 1536: 9.1

How did CC(C)CCNCC1OCc2ccccc2CO1 do in these assays?
GlmU inhibition: -0.3%; RmlCD inh 1536: 23.0

Results for Clc1ccccc1CN1CCN(/N=C/C=C/c2ccco2)CC1 ?
GlmU inhibition: 7.2%; RmlCD inh 1536: 4.4

How did CCOC(=O)c1nc(C)nc(Sc2n[nH]c(-c3ccc(C(C)(C)C)cc3)n2)c1C do in these assays?
GlmU inhibition: -2.2%; RmlCD inh 1536: 7.6

How did Cc1ccc(C(=O)Nc2nnc(CC(=O)N/N=C/c3ccncc3)s2)cc1 do in these assays?
GlmU inhibition: -2.4%; RmlCD inh 1536: -10.7

What do the screens show for `c1ccc(-n2nnnc2Cc2nnnn2-c2ccccc2)cc1`?
GlmU inhibition: -3.1%

Results for COc1ccc(NC(=O)CSc2nnc(C3CC3)n2-c2ccccc2)cc1 ?
GlmU inhibition: -4.3%

Some of these compounds in order of SMILES length, lowest first.
How did CC(C)C(c1nnnn1C1CCCC1)N1CCCCC1 (stereo unspecified) do in these assays?
GlmU inhibition: 2.6%; RmlCD inh 1536: -8.5

What do the screens show for `Cc1ccccc1Nc1n[nH]c(C)c1[N+](=O)[O-]`?
GlmU inhibition: 0.4%

Results for Clc1ccccc1CN1CCN(/N=C/C=C/c2ccco2)CC1 ?
GlmU inhibition: 7.2%; RmlCD inh 1536: 4.4

What do the screens show for `CCN(CC)CCOC(=O)c1c(C)n(C)c2ccc(OC)cc12`?
GlmU inhibition: 2.8%; RmlCD inh 1536: 9.1

How did Cc1ccc2cc3cc(C(=O)NCCCN4CCCCCC4)oc3nc2c1 do in these assays?
RmlCD inh 1536: -10.0

How did CCOC(=O)c1ccc(S(=O)(=O)N2CCC(C(=O)OCC)CC2)cc1 do in these assays?
GlmU inhibition: 0.6%

What do the screens show for `COc1ccc(S(N)(=O)=O)cc1C(=O)NCC1(N2CCCCC2)CCCCC1`?
GlmU inhibition: 4.2%; RmlCD inh 1536: 2.4

Results for Cc1nc2c(sc3nc4c(cc32)COC(C)(C)C4)c(=O)n1Cc1ccccc1 ?
GlmU inhibition: -4.4%; RmlCD inh 1536: 5.9

What do the screens show for `C=CCn1c(SCC(=O)Nc2cc3oc4ccccc4c3cc2OC)nnc1-c1cnccn1`?
GlmU inhibition: -0.2%; RmlCD inh 1536: 8.5

How did CCOC(=O)c1nc(C)nc(Sc2n[nH]c(-c3ccc(C(C)(C)C)cc3)n2)c1C do in these assays?
GlmU inhibition: -2.2%; RmlCD inh 1536: 7.6

How did CCN(CC)C(=O)C1=C(C)NC(=S)NC1c1cn(-c2ccccc2)nc1-c1ccc(Cl)cc1 (stereo unspecified) do in these assays?
GlmU inhibition: 0.2%

Results for CC1CC(C)CN(C(=O)CSC2=Nc3ccccc3C3=NC(Cc4c[nH]c5ccccc45)C(=O)N23)C1 (stereo unspecified) ?
GlmU inhibition: -3.3%; RmlCD inh 1536: -13.2

(more compounds)
Results for COc1ccc(-c2nnc(S/C(=C/c3ccc(Cl)cc3)C(=O)O)o2)cc1 ?
GlmU inhibition: 4.3%; RmlCD inh 1536: 26.5

Results for COCC(=O)Nc1nnc(-c2cccs2)s1 ?
GlmU inhibition: inconclusive; RmlCD inh 1536: -10.9

Results for Cc1ccc(S(=O)(=O)N2CCC(=O)N(CCOCc3cccc(Cl)c3)CC2)cc1 ?
GlmU inhibition: -2.6%

What do the screens show for `Cc1ccc(-n2ncc3c(Nc4c(C)n(C)n(-c5ccccc5)c4=O)ncnc32)c(C)c1`?
GlmU inhibition: -6.7%

Results for N/C(=N\OC(=O)c1cc(Cl)ccc1Cl)c1ccncc1 ?
GlmU inhibition: -5.9%

Results for CN1CCN(NC(=O)CN2C(=O)/C(=C/c3c(Cl)cccc3Cl)SC2=S)CC1 ?
GlmU inhibition: -2.3%

Results for COCCCn1c(=N)c(C(=O)NCc2ccc3c(c2)OCO3)cc2c(=O)n3ccccc3nc21 ?
GlmU inhibition: -1.3%; RmlCD inh 1536: -5.9

How did Cc1c(C(=O)O)c2cc(O)ccc2n1-c1ccccc1 do in these assays?
GlmU inhibition: -3.2%

How did CCOC(=O)N1CCN(C(c2ccc(Cl)cc2)c2sc3nc(C)nn3c2O)CC1 (stereo unspecified) do in these assays?
GlmU inhibition: -0.2%

Results for COc1cccc(Nc2nc(-c3cccs3)nc3ccccc23)c1 ?
GlmU inhibition: -1.9%; RmlCD inh 1536: 7.1

How did CC1=NN(C(=O)c2ccc(Cn3nc(C)cc3C)o2)C(O)(C(F)(F)F)C1 (stereo unspecified) do in these assays?
GlmU inhibition: -2.2%

What do the screens show for `CC(=O)N/N=C(\C)CC(=O)Nc1cccc2c1CCCC2`?
GlmU inhibition: 2.8%; RmlCD inh 1536: 9.8

How did CCNc1nc(NCC)nc(SCCOC(=O)COc2ccc(Cl)cc2Cl)n1 do in these assays?
GlmU inhibition: 1.9%

How did Cc1nc(NC(=O)c2cc3c(s2)CCCCC3)sc1C(=O)N(C)C do in these assays?
GlmU inhibition: 4.3%; RmlCD inh 1536: -10.5

How did CN1C(=C2C(=O)OC(C)(C)OC2=O)Sc2ccccc21 do in these assays?
GlmU inhibition: 3.0%

How did O=C(CSc1nc(O)c(Cc2ccccc2)c(=O)[nH]1)Nc1nnc(SCc2ccccc2)s1 do in these assays?
GlmU inhibition: 1.5%; RmlCD inh 1536: 14.0

How did CC(=O)c1ccc(NC(=O)CN2C(=O)CCC2=O)cc1 do in these assays?
GlmU inhibition: -7.3%; RmlCD inh 1536: -6.5

How did COCC1CCN(C(=O)c2cc(COc3ccc4ncccc4c3)on2)CC1 do in these assays?
GlmU inhibition: 3.5%; RmlCD inh 1536: -0.4

What do the screens show for `C=CCNc1oc(COc2ccc(C)cc2)nc1C#N`?
GlmU inhibition: 3.4%; RmlCD inh 1536: 8.8

How did Cc1csc(SCC(=O)Nc2c(C)n(C)n(-c3ccccc3)c2=O)n1 do in these assays?
GlmU inhibition: 4.2%; RmlCD inh 1536: -3.2

Results for Cc1cc(S(=O)(=O)NC(C)C)ccc1OCC(=O)N1CCN(Cc2ccc3c(c2)OCO3)CC1 ?
GlmU inhibition: 5.6%; RmlCD inh 1536: 104.0

Results for CC(C)(O)C#Cc1ccccc1C(=O)NC(CC(N)=O)C(=O)O (stereo unspecified) ?
GlmU inhibition: 0.6%

How did O=C(CSc1nnnn1-c1ccc(F)cc1)c1ccc(O)c(O)c1 do in these assays?
GlmU inhibition: 4.4%; RmlCD inh 1536: 12.6

Results for CCC1C(=O)Nc2nc(-c3ccccc3)c(-c3ccccc3)n2N=C1C (stereo unspecified) ?
GlmU inhibition: -2.3%; RmlCD inh 1536: -7.6

How did CC1Cc2ccccc2N1CC(=O)NCc1ccc2c(c1)OCO2 (stereo unspecified) do in these assays?
GlmU inhibition: -4.3%; RmlCD inh 1536: 14.5

Results for Cc1ncc2c(c1OC(=O)c1ccccc1)COC(C)(C)OC2 ?
GlmU inhibition: -3.2%; RmlCD inh 1536: 105.5

How did O=C(O)c1ccccc1-n1c(-c2ccccc2)cc2c1CCCC2=O do in these assays?
GlmU inhibition: -6.5%

How did CC(NCC1(N2CCOCC2)CCCCC1)C(=O)Nc1ccc(Cl)cc1Cl (stereo unspecified) do in these assays?
GlmU inhibition: 3.5%; RmlCD inh 1536: 6.4

What do the screens show for `CCCC(C)C(=O)NCc1ccc2c(c1)OCO2` (stereo unspecified)?
GlmU inhibition: 1.8%; RmlCD inh 1536: 11.0

Results for N#Cc1ccccc1NC(=O)COC(=O)c1ccc(S(=O)(=O)N2CCCC2)cc1 ?
GlmU inhibition: 1.9%; RmlCD inh 1536: 3.6

How did CSCCC(NS(=O)(=O)c1ccccc1F)C(=O)OCc1ccccc1Cl (stereo unspecified) do in these assays?
GlmU inhibition: -3.4%; RmlCD inh 1536: -6.8

What do the screens show for `COc1cc(/C=N/Nc2cccc(C)c2)cc(Br)c1O`?
GlmU inhibition: -0.2%; RmlCD inh 1536: 7.9

Results for CCN(CC)CCNC1=CC(=O)OC12CCCCC2 ?
GlmU inhibition: -7.1%

What do the screens show for `O=C(CN1C(=O)NC2(CCCCCC2)C1=O)NC1CCCCCCC1`?
GlmU inhibition: 6.3%; RmlCD inh 1536: 2.3

How did Cc1nn(-c2ccccc2)c(C)c1/C=N/NC(=O)CSc1nc2ccccc2c(=O)n1-c1ccc(Br)cc1 do in these assays?
GlmU inhibition: -1.2%; RmlCD inh 1536: 14.9

How did CSc1ccc2c(c1)C(N1CCN(C)CC1)Cc1ccccc1S2 (stereo unspecified) do in these assays?
GlmU inhibition: -13.2%&0.3%

How did CC(=O)N1CCc2ccc(NC(=O)c3c(-c4c(Cl)cccc4Cl)noc3C)cc21 do in these assays?
GlmU inhibition: -2.4%; RmlCD inh 1536: 20.3

How did O=C(CO/N=C/c1ccc(OC(F)F)cc1)N1CCc2ccccc21 do in these assays?
GlmU inhibition: -0.7%

Results for O=C1NCC(COc2ccc(Cl)cc2)O1 (stereo unspecified) ?
GlmU inhibition: 3.0%; RmlCD inh 1536: 5.3

What do the screens show for `CCOC(=O)N1CCN(Cc2nc(-c3ccc(C)cc3)no2)CC1`?
GlmU inhibition: 0.3%

Only part of the results is shown; the hit share may differ from the screen's.
